Screening results deposited in PubChem BioAssay by The Scripps Research Institute Molecular Screening Center.
TbREL1 inh: TbREL1 inhibition, primary screen | P86926 | TbREL1 RNA ligation, FRET fluorescence | inhibition, % at 9.66 µM | actives 0.49% (n = 89,000) | AID 1117264;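 active = inhibition above the mean inhibition across all screened compounds plus 3 SD, cut at about 11% in these data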;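 note: 0% = plate median of test wells and 100% = NSC42067 control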
Target sequence (P86926 whole entry, looked up): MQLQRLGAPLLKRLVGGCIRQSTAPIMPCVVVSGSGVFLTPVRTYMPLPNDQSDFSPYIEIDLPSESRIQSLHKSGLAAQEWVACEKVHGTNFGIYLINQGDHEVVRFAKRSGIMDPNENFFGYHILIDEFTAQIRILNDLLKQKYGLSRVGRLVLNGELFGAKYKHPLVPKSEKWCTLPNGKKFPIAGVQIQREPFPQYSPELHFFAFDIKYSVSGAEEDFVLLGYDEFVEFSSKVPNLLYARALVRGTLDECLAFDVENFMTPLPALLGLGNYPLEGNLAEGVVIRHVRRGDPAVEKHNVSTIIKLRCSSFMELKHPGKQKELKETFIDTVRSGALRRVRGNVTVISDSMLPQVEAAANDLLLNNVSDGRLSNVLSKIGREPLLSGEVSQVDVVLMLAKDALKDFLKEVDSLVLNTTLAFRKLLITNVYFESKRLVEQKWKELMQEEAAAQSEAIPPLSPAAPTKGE
Starred values were filed as active, the others as inactive; & = joins results of further samples. This is a subset (hit frequency here may not be typical).

TbREL1 inh	smiles
-2	O=C(Nc1cc2ccccc2oc1=O)c1ccccc1
-3	O=C(CSc1nc(-c2ccccc2)cc(C(F)(F)F)n1)N1CCOCC1
5	CCC1CCCCN1CCn1c(=S)[nH]c2cc(OC)c(OC)cc2c1=O (configuration not stated)
0	Cc1ccc2c(c1)N(CC(=O)NC1CCC(C)CC1)C(=O)CO2 (configuration not stated)
0	CC(C)C[C@@H](CSc1ccccc1)N1CCN(CCc2ccccc2)CCC1=O
-4	COc1ccc(NC(=O)CSCC(=O)N(C)CC(=O)Nc2cccc3ccccc23)cc1
3	CN(C)C(=S)NC(=NCc1ccc([N+](=O)[O-])cc1)c1ccccc1
1	Cc1ncc(N=Nc2ccccc2)c(-c2ccccc2)n1
-3	O=[N+]([O-])c1cc(/C=N/N2CCOCC2)cs1
3	O=S(=O)(CC1NCCc2ccccc21)NCc1ccc(F)cc1 (configuration not stated)
9	O=C(/C=C/c1ccco1)NC(=S)Nc1ccc(Cl)cn1
0	COc1cccc(OC)c1C(=O)OCC(=O)Nc1ccc(OC(F)(F)F)cc1
-1	CSc1ccccc1NC(=O)c1onc(C)c1Cl
0	CCC(=O)c1ccc(OCC(=O)OCC(=O)Nc2ccc3c(c2)OCCO3)cc1
6	Clc1ccc(OCc2cn3cccnc3n2)c2ncccc12
-2	CC(=O)N1CCN(C(=S)NC(=O)c2ccc(S(=O)(=O)N3CCOCC3)cc2)CC1
2	CCOc1ccc(-n2c(COc3ccc(C)cc3)nnc2SCC(=O)c2ccc3ccccc3c2)cc1
-7	CC(C)(C)n1cnc2cc(NS(=O)(=O)c3ccc(Br)cc3)ccc21
-1	COC(=O)[C@]12C[C@H](CC(=O)NCC3CCCCC3)C(=O)N(Cc3ccccc3)C1=C[C@H](COCc1ccccc1)O[C@@H]2C
-4	CCOc1ccc(C2CC(c3ccc(F)cc3)Nc3nc(N)nn32)cc1 (configuration not stated)

A second format for 4 compounds above:
> CC(C)C[C@@H](CSc1ccccc1)N1CCN(CCc2ccccc2)CCC1=O
  TbREL1 inh: 0

> COc1ccc(NC(=O)CSCC(=O)N(C)CC(=O)Nc2cccc3ccccc23)cc1
  TbREL1 inh: -4

> CN(C)C(=S)NC(=NCc1ccc([N+](=O)[O-])cc1)c1ccccc1
  TbREL1 inh: 3

> Cc1ncc(N=Nc2ccccc2)c(-c2ccccc2)n1
  TbREL1 inh: 1

More records:
TbREL1 inh	smiles
1	COc1ccc(S(=O)(=O)N2CCOCC2)cc1NC(=O)CC(C)c1ccccc1 (configuration not stated)
-1	CCOC(=O)c1c(S(=O)(=O)N2CCN(Cc3ccccc3)CC2)c(C)n(C)c1C
0	CCc1c(C)[nH]c2ccc(OC)cc2c1=S
1	O=C1CCC([N+](=O)[O-])C(c2cc(Br)ccc2F)N1 (configuration not stated)
1	CCCC1CCC2(CC1)CCC2OC(=S)Nc1ccccc1 (configuration not stated)
-1	C[C@H](CO)N1C[C@H](C)[C@@H](CN(C)Cc2ccc(Oc3ccccc3)cc2)Oc2c(NC(=O)c3ccncc3)cccc2C1=O
-1	CN(CC(=O)Nc1ccc(Cl)c(C(F)(F)F)c1)C(=O)C1CCCO1 (configuration not stated)
2	O=C(NCC1(O)CCCCC1)C1CCC(=O)N(Cc2ccccc2F)C1 (configuration not stated)
2	O=C(Cn1cnc2c(nnn2Cc2ccc(F)cc2)c1=O)Nc1ccc2c(c1)OCCO2
-5	CC12CCC(C(NC(=S)NN)C1=O)C2(C)C (configuration not stated)
3	O=C(CC1OC(=O)c2ccccc21)Nc1cccc(S(=O)(=O)N2CCCCCC2)c1 (configuration not stated)
0	CC1(C)Cc2cccc(OCC(=O)Nc3ccccc3F)c2O1
-3	CC(C)NC(=O)c1ccc(CN2CCc3ccccc3C2)cc1
-2	CC(=O)c1cccc(NC(=O)NCCc2c[nH]c3ccccc23)c1
0	COc1cc(/C=C(\C#N)C(=O)NCC2CCCO2)ccc1OCC(=O)O (configuration not stated)
2	COc1ccc(C(=O)c2coc3ccc(O)c(CN4CCOCC4)c23)cc1
-3	O=C(COc1ccccc1)NC1CCN(Cc2ccccc2)CC1
-3	O=C(C1=C[C@@H](c2ccc(Br)cc2)C[C@@H](OCCCCO)O1)N1CCOCC1
1	OCc1ccc(-c2ccc3nccn3c2)cc1
4	COc1ccc(C2C(C(=O)NCC3CCCO3)CCC(=O)N2c2ccc3c(c2)OCO3)cc1 (configuration not stated)
-3	CCOc1ccc(Cl)cc1S(=O)(=O)N1CCC(C(=O)NCC2CCCO2)CC1 (configuration not stated)
-2	O=C1C[C@H](c2ccc3ccccc3c2)N=C2N1/C(=C\c1ccccc1)[C@@H](c1ccccc1C(F)(F)F)N2Cc1ccc2c(c1)OCO2
2	CCn1cc(/C=N\NC(=O)Cc2ccc(Cl)cc2)cn1
0	CCCCn1c(N)c(N(CCOC)C(=O)c2nn(CC)c(=O)c3ccccc23)c(=O)[nH]c1=O
1	COc1ccccc1NC(=O)COc1ccc2c(c1)OCO2
-1	Cc1cc(NS(=O)(=O)c2cc(Cl)sc2Cl)no1
-2	Cc1ccc(N(C(=O)CCC(=O)Nc2cc(C)on2)C(C(=O)NC2CCCC2)c2ccncc2)cc1 (configuration not stated)
4	CCOC(=O)/C(=N\Nc1ccccc1Cl)N1CCN(Cc2ccccc2)CC1
-1	Cn1c(SCC(=O)Nc2ccccc2F)nnc1-c1cccnc1
-8	COc1cc(/C=N/NC(=O)c2cc(-c3cccn3C)n[nH]2)cc(OC)c1OC
1	CC(=O)N1CCc2cc(S(=O)(=O)NCCC(=O)N(C)Cc3ccccc3F)ccc21
5	Cc1ccc(NC(=O)CCSc2ccccn2)cc1
-2	COc1ccc(Nc2nnc(SCC(=O)Nc3ccc4[nH]c(=O)[nH]c4c3)s2)cc1
0	O=C(O)c1cc(NCc2cccs2)ccc1N1CCOCC1
2	CCC(=O)N1CCN(c2ccc(NC(=O)c3ccc([N+](=O)[O-])o3)cc2)CC1
-4	C=CC[C@@H](CC(=O)N[C@H](CO)Cc1ccccc1)C(=O)N[C@H](C)COC(=O)[C@@H](CC=C)CC(=O)OC(C)(C)C
9	Cc1nn(-c2ccccc2)c2nc(C(Cl)(Cl)Cl)[nH]c(=O)c12
1	Cc1cccc(C(=O)NNC(=O)c2ccc(O)cc2)c1
2	O=C(Cn1cnc2ccccc2c1=O)Nc1nnc(SCc2ccc(Cl)cc2)s1
-1	C#CCOCCOCCOCCNc1nc(N2CCOCC2)nc(N2CCN(C(=O)Cn3cc(CCCCN)nn3)CC2)n1

Six entries already listed, sorted by their value in TbREL1 inh, highest first:
TbREL1 inh	smiles
4	CCOC(=O)/C(=N\Nc1ccccc1Cl)N1CCN(Cc2ccccc2)CC1
2	CCC(=O)N1CCN(c2ccc(NC(=O)c3ccc([N+](=O)[O-])o3)cc2)CC1
1	CC(=O)N1CCc2cc(S(=O)(=O)NCCC(=O)N(C)Cc3ccccc3F)ccc21
0	O=C(O)c1cc(NCc2cccs2)ccc1N1CCOCC1
-1	Cn1c(SCC(=O)Nc2ccccc2F)nnc1-c1cccnc1
-2	Cc1ccc(N(C(=O)CCC(=O)Nc2cc(C)on2)C(C(=O)NC2CCCC2)c2ccncc2)cc1 (configuration not stated)

(listing goes on)
TbREL1 inh	smiles
6	OC(c1ccco1)c1nc(-c2cccs2)cs1 (configuration not stated)
0	O=C(NCc1nc2ccccc2[nH]1)C1=C[C@@H](c2csc3ccccc23)C[C@@H](OCc2ccc(CO)cc2)O1
-1	O=C(O)C1CCCN(S(=O)(=O)c2ccc(-c3ccc(=O)[nH]n3)s2)C1 (configuration not stated)
-2	COCCN1CSC(=S)N(Cc2ccco2)C1
-2	Cc1cccc(-c2nc(CS(=O)CC(=O)NCCc3ccc(Cl)cc3)c(C)o2)c1 (configuration not stated)
-2	CCOc1ccc(/C=N/NC(=S)NC2CC3CC2C2C=CCC32)cc1 (configuration not stated)
-2	CN(CC(=O)Nc1ccc(F)c(F)c1F)C(=O)c1cc(S(=O)(=O)N(C)C)ccc1N1CCCC1
-4	CC(=O)NC(Cc1ccccc1C)C(=O)NC1CCN(c2nnnn2-c2ccccc2)CC1 (configuration not stated)
-1	O=C(CN1C(=O)NC2(CCCc3ccccc32)C1=O)N1CCCCC1 (configuration not stated)
12*	Cc1cccc(NCC(=O)N/N=C/c2cccc(Br)c2)c1
3	O=C(COC(=O)/C=C/c1ccc(F)cc1)Nc1nnc(-c2ccccc2)o1
1	CC(NS(=O)(=O)/C=C/c1ccccc1)C(=O)O (configuration not stated)
-3	O=S(=O)(Nc1cccc(S(=O)(=O)N2CCCCC2)c1)c1ccc(Cl)s1
-3	Cc1noc(C)c1C(=O)N1CCCC(C(=O)c2cccc(OC(C)C)c2)C1 (configuration not stated)
-1	CCn1c(SCC(=O)N/N=C/c2cccc(Oc3ccccc3)c2)nnc1-c1ccccc1
-6	CC(=O)c1cccc(OCc2cc(C(=O)N3CCSCC3)no2)c1
4	CN(C)CCn1c(C(=O)Nc2ccccc2)cc2ccccc21
-4	COc1ccc(-c2cc3nc(C)c(CCC(=O)NC(C)CCc4ccco4)c(C)n3n2)c(OC)c1 (configuration not stated)
-2	CC1=C(C(=O)N(C(C)C)C(C)C)CC(CC(=O)NCCCN(C)C)C(=O)N1Cc1ccccc1 (configuration not stated)
0	COc1ccccc1N(CC(=O)NC1CCCC1)S(=O)(=O)c1cccc(C(F)(F)F)c1
0	O=C(CN1CCN(S(=O)(=O)c2ccc(F)cc2)CC1)Nc1ccc2c(c1)OCO2
-3	CCOC(=O)c1cc(-c2ccccc2)n(CC(=O)O)c1C
6	O=C(NCCc1ccccc1)c1cccc2c(-c3ccc(F)c(F)c3)coc12
2	Cc1ccc(NC(=O)CN(c2ccc(Cl)cc2)S(=O)(=O)c2cc([N+](=O)[O-])ccc2Cl)c(C)c1
2	c1ccc(-c2nc(SCc3nc4ccccc4[nH]3)c3oc4ccccc4c3n2)cc1
-1	CN(Cc1ccco1)S(=O)(=O)c1ccc2c(c1)CCN2C(=O)CC(C)(C)C
-3	CC(C)C(=O)N1N=C2CCCCC2C1(O)C(F)(F)F (configuration not stated)
1	Cc1c(C(=O)O)nnn1-c1ccccc1
0	CC1CN(C2CCN(C(=O)c3ccccc3)CC2)CC(C)O1 (configuration not stated)
-3	CC1CCCC(C)N1C(=O)COC(=O)Cc1c[nH]c2ccccc12 (configuration not stated)
-1	COc1cccc(C(=O)Nc2nnc(C(C)C)s2)c1
1	O=C(Nc1c(C(=O)Nc2ccc3c(c2)OCCO3)cnn1-c1ccccc1Cl)c1ccco1
-2	CSc1ccc(OC2CCN(Cc3ccccc3)CC2)cc1
3	CCOC(=O)/C=c1/s/c(=C/c2ccc3cc(OC)ccc3c2)c(=O)n1CC(=O)NCC1CCCO1 (configuration not stated)
-1	COc1cc(/C=C/c2cc(OC(C)=O)c3ccccc3n2)c(OC(C)=O)c([N+](=O)[O-])c1
-2	Cc1noc(C)c1COc1cccc(C(=O)Nc2ccc3c(c2)OCO3)c1
6	CN(CCCNC(=O)c1nn(C)c2c1CS(=O)(=O)c1ccccc1-2)Cc1ccccc1
-7	CCCC(=O)N1CCN(S(=O)(=O)c2cc(Cl)ccc2OC)CC1
5	CN1CCN(S(=O)(=O)c2cc([N+](=O)[O-])ccc2Cl)CC1
-4	C=CCn1c(SCC(=O)OCC)nc2cc(C(=O)NCc3ccco3)ccc2c1=O
-2	CC(C)Cn1cc(C(=O)N2CCOCC2)c2c3ccccc3n(C)c2c1=O
1&3	CCN1CCN(Cc2ccc(NC(=O)c3ccc(C)c(NC(=O)c4cccc5[nH]ccc45)c3)cc2C(F)(F)F)CC1
5	C[C@H](NC(=O)c1ccccc1)C(=O)N1CCN(Cc2ccc3c(c2)OCO3)CC1
0	C[C@H](CO)N1C[C@H](C)[C@H](CN(C)Cc2ccncc2)Oc2ncc(C#CC3CC3)cc2C1=O
-1	O=C(CSc1ncnc2c1nnn2Cc1ccccc1F)N1CCN(c2ccccc2)CC1
3	CCOCCc1nnc(NC(=O)CS(=O)(=O)Cc2ccccc2)s1
0	COc1cccc(CNc2nc3cc(-c4cccc(Cl)c4)sc3c(=O)n2C)c1
1	CC1C(=O)Nc2ccc(S(=O)(=O)N3CCCCCC3)cc21 (configuration not stated)
-3	CCOC(=O)N1CCC(NC(=O)c2ccc3nc(N4CCOCC4)sc3c2)CC1
-2	CCOC(=O)/C=C1\CC(C(=O)OCC)Oc2c(OC)cccc21 (configuration not stated)
-4	CCN(CC)c1nc(-c2cccc(OC)c2O)nc2ccccc12
-7	C=CCn1c(C)cc(C(=O)CSc2nc3ccccc3[nH]2)c1C
0	COc1ccccc1Nc1nnc(SCC(=O)Nc2cc(C)on2)s1
0	Nc1nnc(CCc2ccccc2)s1
-1	Cc1nc(-c2ccc(S(=O)(=O)Nc3cccc(S(N)(=O)=O)c3)s2)cs1
-2	COc1cccc(CNc2nc3cc(C(C)=C(C)C)sc3c(=O)n2C)c1
-2	CC1CCCC(NC(=O)COC(=O)CCc2ccccc2)C1C (configuration not stated)
3	Cc1cc(C)n(-c2nc(Nc3ccccc3C)nc(-n3nc(C)cc3C)n2)n1
10	C/C(=N\NC(=O)c1cc(C2CC2)nc2ccccc12)c1ccc(O)cc1O
1	CCC(C)[C@H](NC(=O)NC1CCCc2ccccc21)C(=O)OC (some centres not stated)
2	COC(=O)c1cccc(NC(=O)c2cnoc2C)c1
3	O=C(NC(=S)N1CCCCC1CO)c1cc(Br)ccc1Cl (configuration not stated)
